Screens: PubChem BioAssay, several laboratories
PKA-R1A act: activates the PKA-R1A holoenzyme complex. 340,000 tested, 0.083% active. P00514+P68181. AID 504707. PKA-R1A dissociation, Cy5-IP20 fluorescence polarization; scaled: DMSO 0%, 113 µM cGMP 100%. activation, % at 11.4 µM;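 active = percent activation above the mean of all tested compounds plus 3 SD, cut at about 19% in these data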;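 also: higher means more PKAc released from R1A so a rise in polarization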
AddAB inh: less growth of phage-infected E. coli with AddAB; E. coli expressing H. pylori AddAB, absorbance growth; inhibition, % at 11.9 µM; 330,000 tested, 0.29% active; AID 435030; in the data active = inhibition above about 12%;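 also: 0% = vehicle wells of infected cells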
Pemphigus Ab inh: human desmoglein-3 autoantibody binding inhibition; P32926; DSG3-coupled beads, scFv-anti-DSG3-GFP binding, flow cytometry; stronger effect = lower value; binding (percent of control), % at 10 µM; 310,000 tested, 0.48% active;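 active = binding more than 3 SD below its plate's average and above zero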;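 also: hits lower antibody fragment binding to DSG3; some compounds called inactive have numbers as strong as hits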
HTR5A ag ctr: counter-screen for OPRM1-OPRD1 agonists: human HTR5A agonism. P47898. HTR5A agonist assay, luminescence, cell-based. activation, % at 9.3 µM. 340,000 tested, 0.61% active. AID 504692; in the data active = activation mostly above about 9.5%, no sharp cut-off; inactive = mostly below about 7.6%;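 also: 0% = cells with vehicle only and 100% = reference agonist; strong numbers were not always called active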
Target sequence (P47898 whole entry, looked up): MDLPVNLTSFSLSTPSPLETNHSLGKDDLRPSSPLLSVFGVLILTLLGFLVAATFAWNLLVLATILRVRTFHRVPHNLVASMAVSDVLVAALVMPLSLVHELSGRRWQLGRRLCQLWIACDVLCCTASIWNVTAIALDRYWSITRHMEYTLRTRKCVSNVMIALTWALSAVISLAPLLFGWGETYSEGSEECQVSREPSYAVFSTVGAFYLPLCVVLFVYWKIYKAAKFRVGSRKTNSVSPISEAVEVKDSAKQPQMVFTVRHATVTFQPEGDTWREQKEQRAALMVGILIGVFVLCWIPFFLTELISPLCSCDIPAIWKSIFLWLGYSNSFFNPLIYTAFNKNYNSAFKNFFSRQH
phage Ecoli inh: E. coli growth loss with phage present | growth absorbance | inhibition, % at 11.9 µM | 360,000 tested, 0.26% active | AID 651602; in the data active = inhibition above about 11%
OPRM1-OPRD1 inv: mu-delta opioid heterodimer inverse agonism; P35372+P41143; cell-based MOR-DOR heterodimer luminescence; inhibition, % at 9.3 µM; 340,000 tested, 0.21% active; AID 504357; in the data active = inhibition above about 22%, passing the limit was not always enough;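 also: 0% = cells with DMSO and 100% = wells without cells with DMSO; values of inactives mirror those of a sister screen read the other way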
Target sequence (P35372 whole entry, looked up): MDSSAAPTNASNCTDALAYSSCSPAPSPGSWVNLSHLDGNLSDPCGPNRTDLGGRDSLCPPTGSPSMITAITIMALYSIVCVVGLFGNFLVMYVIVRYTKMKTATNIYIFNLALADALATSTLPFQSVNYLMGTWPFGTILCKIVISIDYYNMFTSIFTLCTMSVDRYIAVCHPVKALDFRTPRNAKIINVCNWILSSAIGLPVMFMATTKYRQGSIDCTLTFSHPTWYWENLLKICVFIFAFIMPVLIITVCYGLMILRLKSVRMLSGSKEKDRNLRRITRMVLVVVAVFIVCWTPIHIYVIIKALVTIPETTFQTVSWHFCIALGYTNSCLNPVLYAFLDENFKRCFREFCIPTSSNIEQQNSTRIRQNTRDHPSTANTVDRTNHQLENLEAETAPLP
Target sequence (P41143 whole entry, looked up): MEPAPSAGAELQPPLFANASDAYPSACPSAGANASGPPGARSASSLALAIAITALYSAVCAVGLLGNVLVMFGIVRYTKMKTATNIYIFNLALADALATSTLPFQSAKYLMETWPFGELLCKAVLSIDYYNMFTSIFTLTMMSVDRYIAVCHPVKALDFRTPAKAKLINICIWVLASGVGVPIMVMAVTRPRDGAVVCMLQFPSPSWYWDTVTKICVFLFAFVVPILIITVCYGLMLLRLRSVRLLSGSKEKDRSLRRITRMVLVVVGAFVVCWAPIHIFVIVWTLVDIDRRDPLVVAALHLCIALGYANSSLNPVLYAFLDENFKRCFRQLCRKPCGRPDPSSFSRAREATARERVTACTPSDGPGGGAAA
MOR-DOR ag: OPRM1-OPRD1 heterodimerization agonism; 340,000 tested, 0.3% active; P35372+P41143; AID 504326; activation, % at 9.3 µM; cells, luminescence; in the data active = activation above about 18%;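 also: 0% = vehicle-treated cells and 100% = reference agonist; values of inactives mirror those of a sister screen read the other way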
PfHsp90 set2: growth inhibition of yeast expressing Plasmodium Hsp90; AID 504621; inhibition, % at 9.4 µM; 310,000 tested, 0.32% active; S. cerevisiae expressing PfHsp90, BacTiter-Glo ATP, 48 h; yeast lacking PDR1 and PDR3 efflux regulators;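 active = every replicate shows inhibition above about 80%, whatever the replicate mean, limit read from the data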;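 also: 0% = DMSO neutral controls and 100% = 20 µM radicicol positive controls; yeast relying on Plasmodium falciparum Hsp90 in place of its own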
HTR5A inv ag: inverse agonist of human HTR5A in OPRM1-OPRD1 counter-screen; 340,000 tested, 0.083% active; inhibition, % at 9.3 µM; HTR5A cell line, luminescence, inverse agonism; P47898; AID 504634; in the data active = inhibition mostly above about 23%, no sharp cut-off; inactive = mostly below about 18%;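 also: 0% = cells with DMSO and 100% = no-cell wells with DMSO; some compounds called inactive have numbers as strong as hits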
Mot1-301 SUMO: blocks SUMOylation pathway, rescuing yeast Mot1-301 growth. S. cerevisiae Mot1-301 growth rescue, ATP luminescence, 38.5C; percent above DMSO median, 100 means doubled. growth rescue, % at 18.8 µM. 320,000 tested, 1% active. AID 2716;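 active = every valid replicate shows activation above 250% relative to neutral control wells; inactive = the rest, any valid replicate at or below 250%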;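 also: OY570 slx delta 5 strain wells were the positive control but not used for scaling; some compounds called inactive have numbers as strong as hits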
E coli growth: reduces bacterial viability in AddAB counter-screen | 330,000 tested, 0.27% active | inhibition, % at 11.9 µM | E. coli V3065 growth, OD600 absorbance, 18 h;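 active = inhibition above the campaign's mean inhibition across all tested compounds plus 3 SD, cut at about 9.9% in these data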;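 also: uninfected addAB+ strain grown without phage in ampicillin broth; 0% = DMSO wells and 100% = ciprofloxacin 0.95 µg/ml wells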
* hit, by the source's call.

COc1ccc(NC(=O)c2cccnc2SC)cc1S(=O)(=O)N1CCCCC1 was read as PKA-R1A act -16, AddAB inh 3.2, Pemphigus Ab inh 104, HTR5A ag ctr 1, phage Ecoli inh -2.5, OPRM1-OPRD1 inv 11, MOR-DOR ag -2.2, PfHsp90 set2 5, HTR5A inv ag 6, Mot1-301 SUMO -6 and E coli growth 0.9.
For CN(C)CCOc1cccc(Cl)c1 the results were PKA-R1A act 10, AddAB inh 3.7, Pemphigus Ab inh 99, HTR5A ag ctr 7, phage Ecoli inh 3.4, OPRM1-OPRD1 inv 10, MOR-DOR ag -1.8, PfHsp90 set2 6, HTR5A inv ag -22, Mot1-301 SUMO -6 and E coli growth 3.4.
`C[C@H](CO)N1C[C@H](C)[C@@H](CN(C)C(=O)NC2CCCCC2)Oc2c(NC(=O)C3CCCCC3)cccc2C1=O` gave PKA-R1A act -11, AddAB inh 3.0, Pemphigus Ab inh 99, HTR5A ag ctr -1, phage Ecoli inh 1.9, OPRM1-OPRD1 inv 18, MOR-DOR ag -3.9, PfHsp90 set2 -17, HTR5A inv ag 5, Mot1-301 SUMO -1 and E coli growth 0.2.
`O=C(O)/C(=C\c1cccc(F)c1)c1ccc(S(=O)(=O)N2CCCC2)s1` gave PKA-R1A act 5, AddAB inh 2.1, HTR5A ag ctr -1, phage Ecoli inh 5.3, OPRM1-OPRD1 inv 17, MOR-DOR ag -4.4, PfHsp90 set2 -3, HTR5A inv ag 12, Mot1-301 SUMO 2 and E coli growth 1.1.
For NC(=O)CSc1nnc(Cc2ccc3c(c2)OCO3)o1 the results were PKA-R1A act -7, AddAB inh -2.1, Pemphigus Ab inh 101, HTR5A ag ctr -4, phage Ecoli inh 3.6, OPRM1-OPRD1 inv 16, MOR-DOR ag -2.8, PfHsp90 set2 -2, HTR5A inv ag 10, Mot1-301 SUMO -13 and E coli growth -0.7.
Screening Cc1cccc(OCCCC(=O)Nc2ccc(S(N)(=O)=O)cc2)c1C returned PKA-R1A act -2, AddAB inh 1.9, Pemphigus Ab inh 105, HTR5A ag ctr 3, phage Ecoli inh 1.0, OPRM1-OPRD1 inv -3, MOR-DOR ag 0.5, PfHsp90 set2 7, HTR5A inv ag 12, Mot1-301 SUMO -11 and E coli growth -0.6.
CN(C(=O)CSc1nnc(-c2cccnc2)n1-c1ccccc1F)C1CCS(=O)(=O)C1 (centres undefined) was read as PKA-R1A act 2, AddAB inh 0.8, Pemphigus Ab inh 96, HTR5A ag ctr 0, phage Ecoli inh 3.0, OPRM1-OPRD1 inv 7, MOR-DOR ag -1.4, PfHsp90 set2 1, HTR5A inv ag 0, Mot1-301 SUMO -8 and E coli growth 0.1.
CC1CC(=O)c2cnc(NCc3ccco3)nc2C1 (centres undefined) was read as PKA-R1A act 3, AddAB inh 2.6, Pemphigus Ab inh 105, HTR5A ag ctr 6, phage Ecoli inh 1.7, OPRM1-OPRD1 inv -11, MOR-DOR ag 1.9, PfHsp90 set2 2, HTR5A inv ag -30, Mot1-301 SUMO -16 and E coli growth 0.1.
CCOC(=O)c1ccc(-c2c(-c3ccc4c(c3)OCO4)noc2C)cc1F was read as PKA-R1A act -10, AddAB inh 0.9, Pemphigus Ab inh 102, HTR5A ag ctr 6, phage Ecoli inh 1.9, OPRM1-OPRD1 inv 2, MOR-DOR ag -0.3, PfHsp90 set2 -13, HTR5A inv ag 17, Mot1-301 SUMO -8 and E coli growth -0.2.
COc1ccc(N(CC(=O)N/N=C/c2ccc(OC)c(OC)c2)S(=O)(=O)c2ccccc2)cc1 was read as PKA-R1A act -7, AddAB inh 1.0, Pemphigus Ab inh 110, HTR5A ag ctr -2, phage Ecoli inh 0.8, OPRM1-OPRD1 inv 6, MOR-DOR ag -1.4, PfHsp90 set2 -9, HTR5A inv ag 6, Mot1-301 SUMO -10 and E coli growth -1.7.
CC(Oc1cccc(NC(=O)c2cccs2)c1)C(=O)c1ccccc1 (centres undefined) was read as PKA-R1A act 5, AddAB inh 6.0, Pemphigus Ab inh 101, HTR5A ag ctr 3, phage Ecoli inh -0.2, OPRM1-OPRD1 inv 2, MOR-DOR ag -0.3, PfHsp90 set2 18, HTR5A inv ag -19, Mot1-301 SUMO 12 and E coli growth 3.2.
`COc1ccccc1NC(=O)CCC(=O)O` gave PKA-R1A act -6, AddAB inh -1.0, HTR5A ag ctr 0, phage Ecoli inh 1.3, OPRM1-OPRD1 inv 7, MOR-DOR ag -1.4, HTR5A inv ag 0, Mot1-301 SUMO -4 and E coli growth -0.8.
Screening COC(=O)CC(NS(=O)(=O)c1cccs1)c1cccc2ccccc12 (centres undefined) returned PKA-R1A act 3, AddAB inh 1.1, Pemphigus Ab inh 103, HTR5A ag ctr 2, phage Ecoli inh 0.5, OPRM1-OPRD1 inv 11, MOR-DOR ag -2.0, PfHsp90 set2 -6, HTR5A inv ag -15, Mot1-301 SUMO -17 and E coli growth 1.5.
CC(=O)n1nc(-c2cccc(C)c2)nc1SCC(=O)Nc1ccccc1 was read as PKA-R1A act -8, AddAB inh 2.6, HTR5A ag ctr 1, phage Ecoli inh 3.0, OPRM1-OPRD1 inv 9, MOR-DOR ag -1.4, PfHsp90 set2 -11, HTR5A inv ag -2, Mot1-301 SUMO -3 and E coli growth -0.8.
`C=C1C[C@H](O)[C@@H]2[C@H](OC(=O)[C@H]2C)[C@H]2[C@H](C)[C@@H](O)C[C@@H]12` gave PKA-R1A act -1, AddAB inh 2.3, Pemphigus Ab inh 102, HTR5A ag ctr 3, phage Ecoli inh 1.9, OPRM1-OPRD1 inv 14, MOR-DOR ag -2.4, PfHsp90 set2 37, HTR5A inv ag -8, Mot1-301 SUMO 0 and E coli growth 1.2.
Screening O=C(NCCC1=CCCCC1)C1CCC(CNS(=O)(=O)c2ccccc2)CC1 (centres undefined) returned PKA-R1A act -5, AddAB inh 1.7, Pemphigus Ab inh 109, HTR5A ag ctr -3, phage Ecoli inh 0.1, OPRM1-OPRD1 inv 5, MOR-DOR ag -1.0, PfHsp90 set2 22, HTR5A inv ag 6 and E coli growth -0.7.
`CCOc1cc(C2C(C(=O)OC)=CN(Cc3ccc(Cl)cc3)C=C2C(=O)OC)ccc1O` gave PKA-R1A act -9, AddAB inh -0.2, Pemphigus Ab inh 96, HTR5A ag ctr -1, phage Ecoli inh 1.9, OPRM1-OPRD1 inv 11, MOR-DOR ag -1.9, PfHsp90 set2 -13, HTR5A inv ag 4, Mot1-301 SUMO -17 and E coli growth -1.0.
Screening COC(=O)[C@@H]1C[C@@H]2CC[C@@H](O)C[C@@H]2N1Cc1ccc(N2CCN(C)CC2)cc1 returned PKA-R1A act -4, AddAB inh 6.3, Pemphigus Ab inh 105, HTR5A ag ctr -3, phage Ecoli inh 2.5, OPRM1-OPRD1 inv 19, MOR-DOR ag -4.2, PfHsp90 set2 12, HTR5A inv ag -5, Mot1-301 SUMO 522* and E coli growth 2.4.
Cc1ccc(C(=O)OCC(=O)Nc2ccc3c(c2)OCO3)cc1S(=O)(=O)N1CCOCC1 was read as PKA-R1A act -1, AddAB inh 0.5, Pemphigus Ab inh 94, HTR5A ag ctr -5, phage Ecoli inh 2.2, OPRM1-OPRD1 inv -1, MOR-DOR ag 0.1, PfHsp90 set2 9, HTR5A inv ag -24, Mot1-301 SUMO -1 and E coli growth -0.9.
`COc1ccc(OC)c(S(=O)(=O)N2CCN(C)CC2c2ccccc2)c1` (centres undefined) gave PKA-R1A act 1, AddAB inh -0.1, Pemphigus Ab inh 95, HTR5A ag ctr -2, phage Ecoli inh 1.0, OPRM1-OPRD1 inv -5, MOR-DOR ag 0.9, PfHsp90 set2 -4, HTR5A inv ag 6, Mot1-301 SUMO -6 and E coli growth 1.9.
Screening Cc1ccc(OCCC(=O)OCC(=O)NCc2ccccc2)cc1 returned PKA-R1A act 0, AddAB inh 1.7, Pemphigus Ab inh 29, HTR5A ag ctr 8, phage Ecoli inh 0.8, OPRM1-OPRD1 inv 6, MOR-DOR ag -1.1, PfHsp90 set2 -17, HTR5A inv ag -22, Mot1-301 SUMO 7 and E coli growth -1.6.
`CCN(C(=O)COC(=O)CCn1c(C)csc1=O)c1c(N)n(Cc2ccccc2)c(=O)[nH]c1=O` gave PKA-R1A act 2, AddAB inh 1.4, HTR5A ag ctr 4, phage Ecoli inh -0.6, OPRM1-OPRD1 inv 4, MOR-DOR ag -0.8, PfHsp90 set2 -3, HTR5A inv ag -12, Mot1-301 SUMO 7 and E coli growth 0.3.
`c1ccc2c(c1)CCN(CCCNc1nc3ccccc3n3cnnc13)C2` gave PKA-R1A act 10, Pemphigus Ab inh 104, HTR5A ag ctr 2, phage Ecoli inh 1.4, OPRM1-OPRD1 inv 21, MOR-DOR ag -4.1, PfHsp90 set2 6 and HTR5A inv ag -6.
For c1csc(-c2nnc(N3CCCCCC3)c3ccccc23)c1 the results were PKA-R1A act -6, AddAB inh 1.1, Pemphigus Ab inh 107, HTR5A ag ctr -2, phage Ecoli inh 3.9, OPRM1-OPRD1 inv 12, MOR-DOR ag -2.5, PfHsp90 set2 -41, HTR5A inv ag 3, Mot1-301 SUMO -6 and E coli growth 1.1.
Screening COc1cc2ccccc2cc1C(=O)Nc1ccc2oc(=O)ccc2c1 returned PKA-R1A act -4, AddAB inh 3.9, HTR5A ag ctr 5, phage Ecoli inh -1.0, OPRM1-OPRD1 inv 2, MOR-DOR ag -0.2, PfHsp90 set2 0, HTR5A inv ag -15, Mot1-301 SUMO 8 and E coli growth 0.9.
COc1cc(NC(=O)C2C3CCC(O3)C2C(=O)O)cc(OC)c1 (centres undefined) was read as PKA-R1A act -10, AddAB inh 3.3, Pemphigus Ab inh 109, HTR5A ag ctr 5, phage Ecoli inh 1.5, OPRM1-OPRD1 inv 12, MOR-DOR ag -2.4, PfHsp90 set2 -22, HTR5A inv ag -15, Mot1-301 SUMO -9 and E coli growth -1.7.
For O=C1NC(C(=O)O)=CC(c2cccc(Cl)c2Cl)N1 (centres undefined) the results were PKA-R1A act -3, AddAB inh 1.8, Pemphigus Ab inh 97, HTR5A ag ctr 4, phage Ecoli inh 1.7, OPRM1-OPRD1 inv 0, MOR-DOR ag 0.0, PfHsp90 set2 9, HTR5A inv ag -19, Mot1-301 SUMO -4 and E coli growth 0.9.
O=C(Cn1nnc(-c2ccccc2NC(=O)c2cccs2)n1)Nc1ccccc1 was read as PKA-R1A act 3, AddAB inh 1.6, Pemphigus Ab inh 105, HTR5A ag ctr 2, phage Ecoli inh 3.0, OPRM1-OPRD1 inv -10, MOR-DOR ag 1.9, PfHsp90 set2 -7, HTR5A inv ag -5, Mot1-301 SUMO 149 and E coli growth 2.2.
`O=C(c1cnn2c(C(F)F)cc(-c3ccccc3)nc12)N1CCCCC1c1cccnc1` (centres undefined) gave PKA-R1A act 2, AddAB inh -1.4, Pemphigus Ab inh 102, HTR5A ag ctr -4, phage Ecoli inh 0.8, OPRM1-OPRD1 inv 15, MOR-DOR ag -3.1, PfHsp90 set2 -2, HTR5A inv ag 12, Mot1-301 SUMO 0 and E coli growth -0.9.
`Cc1ccc(Nc2nc(=O)c3cccnc3s2)c(Br)c1` gave PKA-R1A act -8, AddAB inh 5.1, Pemphigus Ab inh 111, HTR5A ag ctr -3, phage Ecoli inh 4.7, OPRM1-OPRD1 inv 5, MOR-DOR ag -1.0, PfHsp90 set2 17, HTR5A inv ag -35, Mot1-301 SUMO 31 and E coli growth 0.7.
